Mtb FBA inh: inhibits M. tuberculosis FBA enzyme; P9WQA3; purified M. tuberculosis FBA, fluorescence read-out; inhibition, % at 1 µM; hit rate 2.3% among 360,000; in the data active = inhibition above about 27%;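 note: 0% = vehicle and 100% = reference inhibitor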
Target sequence (P9WQA3 whole entry, looked up): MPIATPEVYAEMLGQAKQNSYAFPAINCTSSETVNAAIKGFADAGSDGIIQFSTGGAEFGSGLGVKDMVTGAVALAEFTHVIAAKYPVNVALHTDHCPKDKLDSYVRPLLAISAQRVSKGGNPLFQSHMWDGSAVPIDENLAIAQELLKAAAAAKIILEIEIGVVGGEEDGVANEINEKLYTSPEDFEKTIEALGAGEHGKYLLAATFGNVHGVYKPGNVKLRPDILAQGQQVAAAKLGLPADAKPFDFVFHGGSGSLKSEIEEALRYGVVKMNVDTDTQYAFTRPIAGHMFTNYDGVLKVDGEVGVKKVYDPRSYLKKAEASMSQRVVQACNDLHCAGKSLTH
PrPC surface inh: inhibitors of human cell surface prion protein PrPC; TR-FRET read-out; hit rate 0.43% among 370,000; inhibition, % at 13.8 µM; AID 720596; P04156; in the data active = inhibition above about 24%; note: 0% = median of the test wells and 100% = reference compound wells
CCHF vOTU inh: blocks the CCHF virus ovarian tumor domain protease; CCHFV vOTU protease, Pep-AMC fluorescence; inhibition, % at 11.5 µM; hit rate 0.55% among 370,000; note: 0% = vehicle wells with enzyme and 100% = no enzyme wells
Mtb BioA inh: blocks M. tuberculosis BioA enzyme activity | purified M. tuberculosis BioA enzyme, plate reader | hit rate 0.096% among 360,000 | inhibition, % at 9.99 µM; in the data active = inhibition above about 40%; inconclusive = no clear call, values can overlap the other calls
BoNT F protease: inhibitors of Botulinum neurotoxin F light chain protease; hit rate 0.22% among 360,000; inhibition, % at 10 µM; Multiplex microsphere protease cleavage assay, flow cytometry; in the data active = inhibition above about 35%, passing the limit was not always enough; inconclusive = no clear call, values can overlap the other calls; note: plate controls were buffer without enzyme for full effect and enzyme alone for no effect
UGM FP inh: blocks M. tuberculosis UGM enzyme; P9WIQ1; purified UGM, fluorescence polarization probe displacement; inhibition, % at 10 µM; hit rate 0.06% among 320,000; AID 504406; in the data active = inhibition above about 10%, passing the limit was not always enough; inconclusive = no clear call, values can overlap the other calls
Target sequence (P9WIQ1 whole entry, looked up): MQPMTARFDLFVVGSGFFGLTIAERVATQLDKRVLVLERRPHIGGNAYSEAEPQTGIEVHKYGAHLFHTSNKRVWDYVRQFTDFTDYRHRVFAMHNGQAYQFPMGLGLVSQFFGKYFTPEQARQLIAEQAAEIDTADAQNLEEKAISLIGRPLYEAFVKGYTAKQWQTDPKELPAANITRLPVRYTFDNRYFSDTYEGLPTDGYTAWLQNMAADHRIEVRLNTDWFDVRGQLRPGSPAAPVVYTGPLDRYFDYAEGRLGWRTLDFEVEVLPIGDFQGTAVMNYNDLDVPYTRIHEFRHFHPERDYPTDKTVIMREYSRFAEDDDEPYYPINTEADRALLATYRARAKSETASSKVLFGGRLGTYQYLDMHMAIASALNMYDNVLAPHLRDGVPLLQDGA
FadD28 binding: M. tuberculosis FadD28 bisubstrate binding inhibition; AID 588549; hit rate 0.22% among 360,000; FadD28 bisubstrate probe binding, fluorescence polarization; inhibition, % at 12.5 µM; in the data active = inhibition above about 8.5%, passing the limit was not always enough; inconclusive = no clear call, values can overlap the other calls
GDH-TPI counter: counter-screen for M. tuberculosis FBA inhibitors: GDH-TPI coupled enzymes. GDH-TPI coupled enzyme counterscreen, NADH absorbance. inhibition, % at 4.8 µM. hit rate 1.2% among 360,000. AID 588335;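 note: 0% = DMSO wells and 100% = wells lacking the enzyme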
BoNT A protease: blocks Botulinum neurotoxin A light chain protease; multiplex microsphere protease substrate cleavage, flow cytometry; inhibition, % at 10 µM; hit rate 0.17% among 360,000; AID 588499; in the data active = inhibition above about 30%; inconclusive = no clear call, values can overlap the other calls; note: plate controls were buffer without enzyme for full effect and enzyme alone for no effect
* hit, by the source's call; ? = inconclusive; . = no result given; + = active, no number. Cut-off read from the data, not from the text of the source, unless noted: active = inhibition above about 30%; inactive = the rest.

SMILES	CCHF vOTU inh	BoNT A protease	GDH-TPI counter	Mtb FBA inh	FadD28 binding	BoNT F protease	PrPC surface inh	Mtb BioA inh	UGM FP inh
COc1ccc(COC(=O)Nc2cc3c(C(F)(F)F)nn(C)c3s2)cc1	18	-1.3	11	1	0.1	-8	0	-0.9	-1.1
CCc1cc2c(N[C@@H](C)C(=O)O)ncnc2s1	8	-0.6	0	-3	-3.3	-10	2	-0.1	-1.0
COCCN(C(=O)CSc1nc(N)cc(=O)[nH]1)c1c(N)n(Cc2ccccc2)c(=O)[nH]c1=O	-7	1.8	-1	2	-0.9	13	-2	-0.6	0.9
O=C(CCS(=O)(=O)Cc1ccc(Cl)cc1)NCCc1ccccc1	0	-0.2	0	-2	-0.7	1	4	0.4	-0.9
Cc1ccccc1C(=O)NC(=S)N(Cc1ccccc1)c1ccccn1	-2	-1.5	-9	1	-3.3	?	-1	1.3	-2.4
S=C(Nc1ccccc1)Nc1ccccc1-n1cccc1	-10	-0.3	5	8	-5.4	?	2	-1.2	.
CC1=C(C(=O)N(C)C)CC(CC(=O)NCC2CCCCC2)C(=O)N1CCC1=CCCCC1 (configuration not stated)	8	-0.5	6	3	0.4	-5	5	-2.2	.
C=CCN(C(=O)CCC(=O)Nc1cc(C)on1)C(C(=O)NC1CCCC1)c1ccc(OC)cc1OC (configuration not stated)	-2	0.4	-1	-2	-0.7	-14	0	0.0	-5.8
CC(=O)NCCNc1nc2cc(-c3ccc(C)cc3)sc2c(=O)n1C	10	-0.5	18	3	-6.4	4	-10	-0.6	.
CCOc1cc(/C=C2\C(=O)NN(c3ccccc3)C2=O)cc([N+](=O)[O-])c1O	-2	0.0	8	-12	4.0	-2	-5	.	2.2
COc1cccc(CN(CC(=O)NCc2ccccc2)C(=O)c2csnn2)c1	6	0.3	-4	4	-1.1	9	5	0.0	2.5
COc1cccc(Nc2nc(NCCO)nc(N3CCCC3)n2)c1	14	0.2	-2	3	-1.2	8	3	0.1	-0.1
Cc1ccc(CN=c2c([N+](=O)[O-])nn(-c3ccc(Cl)cc3)n2O)cc1	-1	0.7	-1	-6	-4.4	6	-27	-0.2	1.0
Cc1ccn(CC(=O)N2CCCC(Nc3ccc(F)c(F)c3)C2)n1 (configuration not stated)	-3	-0.6	1	2	0.2	3	-6	3.9	-0.1
Cc1ccsc1/C=N/NC(=O)c1nnn(-c2nonc2N)c1-c1ccccc1	6	-2.3	38*	-1	-1.6	0	-3	-3.6	-1.6
CC1CCN(C(=O)CCc2nc3cc(S(=O)(=O)N(C)C)ccc3n2C)CC1	-5	?	0	1	-2.8	-4	2	1.6	0.3
Cc1cccc(S(=O)(=O)N/N=c2\sc3ccccc3n2C)c1	-5	-0.1	12	4	-1.2	-1	6	.	1.2
COC(=O)c1cc2sc(Cl)cc2n1CC(=O)Nc1ccc(OC)c(OC)c1OC	9	-0.7	10	0	-2.0	-8	-9	-0.4	-3.6
Cc1ccccc1NC(=O)c1csc2c1CCCC2	-6	-3.1	-8	1	-2.2	-4	6	-0.1	-0.1
COc1ccc(CCN(C)C2CCCN(S(=O)(=O)c3ccccc3F)C2)cc1OC (configuration not stated)	10	0.0	-6	-1	-4.0	5	-3	4.4	1.3
Cc1ccsc1-c1nc(CSCC(=O)NCCN2CCCC2)c(C)o1	-6	-5.9	-2	24	-0.1	-13	-6	0.0	-0.1
COc1cc(OC)c2c(-c3ccccc3)cc(=O)oc2c1C(CCN1CCOCC1)c1ccc(N(C)C)cc1 (configuration not stated)	8	-0.1	18	0	0.3	-6	0	-2.1	.
CC(CCc1ccccc1)N(C)CC(O)c1cccc([N+](=O)[O-])c1 (configuration not stated)	-1	-0.4	19	-2	-1.5	-6	-4	2.1	1.7
COc1ccc(NC(=O)CCNS(=O)(=O)c2ccc3c(c2)CC(C)N3C(=O)C2CC2)cc1 (configuration not stated)	-2	1.0	-9	1	-0.4	-4	14	-1.1	-0.2
CCOC(=O)c1cc(C(=O)n2cc(Cl)cn2)nn1C	6	0.0	-6	2	-3.5	-1	6	.	0.1
CSc1ccccc1C(=O)OCC(=O)N1CCCCCC1	3	-0.3	6	-2	-1.7	-4	-3	-0.3	0.1
COc1ccc(CNC(=O)CCC(=O)Nc2nnc(CC(C)C)s2)cc1	3	-1.8	-1	1	-2.9	?	-9	-0.6	-0.1
O=C(O)c1ccc2c(c1)C(=O)N(CCC1=CCCCC1)C2=O	9	-0.3	6	-3	-1.5	-2	-5	1.7	0.7
Cc1ccc(NC(=O)C(C)OC(=O)c2cc(=O)[nH]c3ccccc23)cc1S(=O)(=O)N1CCOCC1 (configuration not stated)	0	0.5	11	7	-2.2	-5	-3	-1.7	.
O=[N+]([O-])c1cc(Br)c2nsnc2c1N1CCOCC1	-2	3.5	18	-8	-0.5	?	-31	3.1	-0.9
O=[N+]([O-])c1cccc(-c2ccc(SCc3cccnc3)nn2)c1	-4	0.4	-2	-1	1.1	-3	-21	.	3.5
Cn1c(CCN2CCCCC2)nc2cc([N+](=O)[O-])ccc21	-1	-0.3	15	-3	-0.7	-1	-5	2.8	0.8
CCOC(=O)CC1NC(=O)c2ccccc21 (configuration not stated)	-5	-0.7	3	4	-0.1	-4	-1	-1.2	6.9
CCN(CC)c1cc(C)c(C#N)c2nc3ccccc3n12	-11	-7.6	-14	23	-4.5	?	-7	-0.5	0.6
O=C(NCc1ccccc1F)c1ccc(S(=O)(=O)N2CCCC2)cc1	-11	0.1	5	-2	-0.1	-2	-4	1.6	.
CC1CC(=O)N(CC(=O)NCc2ccc3c(c2)OCO3)c2ccccc2S1 (configuration not stated)	-3	1.1	2	1	-1.1	9	4	-1.6	-1.9
O=C(N1CCN(c2ccccc2)CC1)C(F)(F)C(F)(F)F	-12	0.5	-12	-1	-3.1	0	7	.	3.5
Cc1cc(S(=O)(=O)N2CCOCC2)ccc1OCC(=O)Nc1cccc(F)c1	7	-5.7	4	2	-0.6	-4	8	5.5	5.1
CCOC(=O)c1sc2ncn(CC(=O)NCC3CCCO3)c(=O)c2c1C (configuration not stated)	4	0.6	4	2	-3.9	-11	-1	-0.9	0.7
CCCS(=O)(=O)NC(=O)C1(C)CCN(C(=O)Cc2cccc3ccccc23)C1 (configuration not stated)	.	0.0	-4	0	-3.4	1	.	-1.6	.
Cc1ccccc1Nc1nn2c(=O)c3ccccc3nc2s1	-7	0.0	25	2	-0.6	-2	0	-0.9	0.6
O=C(CNc1n[nH]c(=O)[nH]c1=O)N/N=C/C1CC=CCC1 (configuration not stated)	7	.	5	-1	-2.4	.	4	.	-1.0
CCOC(=O)c1ccc(NC(=O)COc2ccc(S(=O)(=O)NC(C)(C)C)cc2)cc1	8	0.0	-1	-5	-5.5	-13	-2	-0.9	-0.3
C=CCn1c(SCC(=O)Nc2ccc(O)cc2)nc2sc(C)c(C)c2c1=O	-4	-0.4	4	1	-1.0	-7	-4	1.4	.
Cc1ccc2cc(C#N)c(SCc3nnc(-c4ccccc4[N+](=O)[O-])o3)nc2c1	7	-0.5	7	3	1.6	-1	4	0.6	0.2
Cc1nc2cc(C(F)(F)F)ccc2n1CCNc1nc(-c2cc(Cl)c(N)c(Cl)c2)cs1	12	-0.3	17	5	0.5	-5	1	-4.0	1.0
COc1ccc(C2CC(c3ccccc3C(F)(F)F)=NN2c2ccc(S(N)(=O)=O)cc2)cc1 (configuration not stated)	-192	0.6	-10	+	-7.4	-4	-2	-0.1	.
CCCCNC(=O)C1(C)CCN1C(=O)Cc1cccc2ccccc12 (configuration not stated)	47*	-0.1	5	1	-0.1	0	3	-0.1	.
O=C(NNC(=O)c1ccccc1O)c1ccccc1O	3	-0.7	11	5	3.4	-2	2	.	.
COCc1cc(=O)[nH]c(Nc2nc3ccc(C)cc3o2)n1	4	-0.2	34*	7	-0.5	-5	32*	.	3.3

The results go on.
SMILES	CCHF vOTU inh	BoNT A protease	GDH-TPI counter	Mtb FBA inh	FadD28 binding	BoNT F protease	PrPC surface inh	Mtb BioA inh	UGM FP inh
N#Cc1ccc(NC(=O)Cn2cnc(S(=O)(=O)N3CCc4ccccc43)c2)cc1	10	0.7	13	2	-6.3	3	6	0.8	1.3
C#CCOCCOCCOCCNc1nc(N2CCOCC2)nc(N2CCN(C(=O)[C@H]([C@@H](C)O)n3cc(CCCCN)nn3)CC2)n1	2	-0.1	10	5	0.3	-5	5	-3.2	3.5
O=C(NCC1CCCO1)NC1CCCCC1 (configuration not stated)	-10	1.1	-3	2	-4.5	-6	1	2.4	0.0
C=C(C)c1cccc(C(C)(C)NC(=O)N2CCCCC2CC)c1 (configuration not stated)	6	0.4	5	180*	-2.1	-7	2	-2.1	0.0
CCC(C)NC(=O)C(Cc1ccccc1)NS(=O)(=O)c1cccc2nsnc12 (configuration not stated)	-3	-0.6	6	3	-0.1	-1	-24	-0.6	0.6
Cn1c(N)c(C(=O)COC(=O)Cc2c(F)cccc2Cl)c(=O)n(C)c1=O	-7	-0.3	-5	1	-1.7	2	1	0.2	1.5
Cc1cc(=O)[nH]c(SCC(=O)Nc2c(C)n(C)n(-c3ccccc3)c2=O)n1	4	-2.1	12	-2	-3.3	-9	4	-4.9	-0.5
CC(=O)Nc1ccc2c(=O)n(-c3ccccc3)sc2c1	-1	25	0	-2	-3.6	7	-4	0.6	.
Cc1ccc(N2C(=O)c3ccccc3C2Nc2ccccc2)nc1 (configuration not stated)	-5	-0.1	-6	0	-0.6	-9	5	-0.5	-0.5
CCCCCOC(=O)Cc1c(O)c2ccccc2n(C)c1=O	-9	-0.2	-9	14	-3.0	-2	4	0.8	3.6
COc1ccc(Cl)cc1C=CC=NNS(=O)(=O)c1ccc(C)cc1	6	-0.2	37*	0	-1.2	0	9	.	.
NC1=NC(=O)C(Cc2cc(Cl)ccc2Cl)S1 (configuration not stated)	-5	0.7	1	1	-4.1	-5	-2	-2.4	1.6

Molecules above that have fluorine, in the order listed:
SMILES	CCHF vOTU inh	BoNT A protease	GDH-TPI counter	Mtb FBA inh	FadD28 binding	BoNT F protease	PrPC surface inh	Mtb BioA inh	UGM FP inh
COc1ccc(COC(=O)Nc2cc3c(C(F)(F)F)nn(C)c3s2)cc1	18	-1.3	11	1	0.1	-8	0	-0.9	-1.1
Cc1ccn(CC(=O)N2CCCC(Nc3ccc(F)c(F)c3)C2)n1 (configuration not stated)	-3	-0.6	1	2	0.2	3	-6	3.9	-0.1
COc1ccc(CCN(C)C2CCCN(S(=O)(=O)c3ccccc3F)C2)cc1OC (configuration not stated)	10	0.0	-6	-1	-4.0	5	-3	4.4	1.3
O=C(NCc1ccccc1F)c1ccc(S(=O)(=O)N2CCCC2)cc1	-11	0.1	5	-2	-0.1	-2	-4	1.6	.
O=C(N1CCN(c2ccccc2)CC1)C(F)(F)C(F)(F)F	-12	0.5	-12	-1	-3.1	0	7	.	3.5
Cc1cc(S(=O)(=O)N2CCOCC2)ccc1OCC(=O)Nc1cccc(F)c1	7	-5.7	4	2	-0.6	-4	8	5.5	5.1
Cc1nc2cc(C(F)(F)F)ccc2n1CCNc1nc(-c2cc(Cl)c(N)c(Cl)c2)cs1	12	-0.3	17	5	0.5	-5	1	-4.0	1.0
COc1ccc(C2CC(c3ccccc3C(F)(F)F)=NN2c2ccc(S(N)(=O)=O)cc2)cc1 (configuration not stated)	-192	0.6	-10	+	-7.4	-4	-2	-0.1	.
Cn1c(N)c(C(=O)COC(=O)Cc2c(F)cccc2Cl)c(=O)n(C)c1=O	-7	-0.3	-5	1	-1.7	2	1	0.2	1.5

From PubChem

Rows are unselected; overall some 4.8% were active at least once.
